Source: PubChem (National Center for Advancing Translational Sciences (NCATS))
TGFb inhibitor = inhibitors of TGF-b signaling | HepG2 CAGA-GFP TGF-b/SMAD3 reporter, GFP fluorescence, 18 h; TGF-beta stimulated, 500 pg/mL final | Potency, µM (highest dose often 46.1 µM), for the others: at the highest dose activity, negative = inhibition, usual class: inhibitors | 410,000 tested, 1.2% active; further: on the % scale 0 is the no-effect control and ±100 the full control effect; nearly all actives have a fitted effect of over 65% in size
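First, reporter cells (HEPG2 CAGA-GFP) rested 2 h at 37 degrees C. Next, compounds were pinned in and TGF-beta added to 500 pg/mL final. After 18 h, GFP was imaged per cell and summed per well.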
HepG2 tox = HepG2 cytotoxicity, counter-screen for TGF-b inhibitors; HepG2 CAGA-GFP viability, ATP luminescence, 18 h; Potency, µM (doses to about 46.1 µM), inactives show at the highest dose activity change, negative = cytotoxicity, hits mostly cytotoxic; 410,000 tested, 0.76% active; AID 588856; further: some results filed as inactive show a strong effect at the top dose
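CellTiter-Glo luminescence gave cytotoxicity after 18 hours at 37 degrees C. The cells were HepG2 CAGA-GFP in 1% FBS DMEM, stimulated with 500 pg/mL TGF-beta after compound addition. %Activity was normalised to no-cell wells (complete cell-killing) and DMSO (no toxicity), and curves were fitted and classified.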
ATXN2 expr inh = ATXN2 expression inhibition. HEK-293 ATXN2-luciferase reporter, luminescence, 24 h. Potency, µM (top dose mostly 57 µM), without a hit: at the highest dose activity change, negative = inhibition, actives largely listed as inhibitors. 360,000 tested, 0.72% active. AID 1745845; further: on the % scale 0 is the no-effect control and ±100 the full control effect; nearly all actives have a fitted effect of over 55% in size
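qHTS (up to 57 uM final) was run with 24 h compound exposure of reporter cells at 37 °C. Each well was multiplexed: SteadyGlo luminescence measured ATXN2-luciferase expression after a fluorogenic Gly-Phe-AFC viability readout (25 uM final).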
S2 tox = cell viability loss in ATXN counter-screen. S2 cells (HEK-293 line with an ATXN2-luciferase reporter) viability, CellTiter-Fluor protease fluorescence, 24 h. Potency, µM (titrated, usually from 56.7 µM), actives largely listed as cytotoxic. 400,000 tested, 0.49% active. AID 651635; further: nearly all actives have a fitted effect of over 40% in size
Numbers without * were called inactive; i = inactive; ? = inconclusive; . = not tested or not shown; & = joins results of further samples; ! = a repeat was not active; [ ] = another dose, or the depositor's remark. The call rests on the fitted dose curve; in most records, active means well fitted curve in the direction sought with a large enough effect; inconclusive means small, poorly fitted or top-dose-only effect, or another doubt; inactive means no such curve, though single readings can be large; an effect the other way counts as inactive or inconclusive. Potency means the concentration at half of the fitted maximal effect.

Below each compound: TGFb inhibitor | HepG2 tox | ATXN2 expr inh | S2 tox
- CCC(=C(CC)c1ccc(O)cc1)c1ccc(O)cc1
  . | . | ? | ?
- CCN(CC)CC(=O)Oc1ccc(NC(C)=O)cc1
  . | . | 14% | i
- O=C1OC2(c3ccc(O)cc3Oc3cc(O)ccc32)c2ccccc21
  . | . | 0% | ?
- OC(CN1CCC(Cc2ccc(F)cc2)CC1)c1ccc(Cl)cc1 (stereo not drawn)
  . | . | -12%&-5% | i
- N#C[C@H]1C[C@H]2C[C@@H]2N1C(=O)[C@@H](N)C12CC3CC(CC(O)(C3)C1)C2
  . | . | ? | i
- CC(C)(C)C(=O)C(Oc1ccc(Cl)cc1)n1ccnc1 (stereo not drawn)
  . | . | 2% | i
- CC1(C)O[C@@H]2[C@@H](CO[C@@]3(COS(N)(=O)=O)OC(C)(C)O[C@@H]23)O1
  . | . | -8% | i
- C/C(=C(/OCCOc1ccc(Cl)cc1)c1ccc(Cl)cc1Cl)n1ccnc1
  . | . | -27% | i
- FC1(F)C(F)(F)C(F)(F)C2(F)C(F)(F)C(F)(F)C(F)(F)C(F)(F)C2(F)C1(F)F (stereo not drawn)
  . | . | 9% | i
- NC(Cc1ccc(Cl)cc1)C(=O)O (stereo not drawn)
  . | . | 4%[0.709 µM] | i[0.575 µM]
- O=C(Nc1cccc2c(=O)cc(-c3nn[nH]n3)oc12)c1ccc(OCCCCc2ccccc2)cc1
  . | . | 31%[activator] | i
- COc1ccccc1N1CCN(CC(O)COc2cc(OC)c(OC)c(OC)c2)CC1 (stereo not drawn)
  . | . | -4% | i
- C=C1C(=C/C=C2\CCC[C@]3(C)[C@@H]([C@H](C)/C=C/[C@@H](O)C4CC4)CC[C@@H]23)C[C@@H](O)C[C@@H]1O
  . | . | ? | i
- CCn1cc(C(=O)O)c(=O)c2cc(F)c(N3CCNCC3)cc21
  . | . | -3%&3% | i
- C#CCN[C@@H]1CCc2ccccc21
  . | . | -15%&-2% | i
- CC(=O)Oc1cccc(C)c1
  . | . | 4% | i
- CCCC(CCC)(C(=O)OCC)C(=O)OCC
  . | . | -8% | i
- CCCCCCOc1ccccc1C(N)=O
  . | . | 31%[activator] | i
- CN(C)C(=S)SC(=S)N(C)C
  . | . | 2.5µM* | 2.5µM*
- CC(C)(C#N)c1cc(Cn2cncn2)cc(C(C)(C)C#N)c1
  . | . | -4%&6% | i
- COC(=O)[C@H]1[C@H]2C[C@@H]3c4[nH]c5cc(OC)ccc5c4CCN3C[C@H]2C[C@@H](OC(=O)COc2ccc(OC)cc2)[C@@H]1OC
  . | . | 11% | i
- CCCCCCNC(=O)n1cc(F)c(=O)[nH]c1=O
  . | . | ? | i
- CCCCS(=O)(=O)N[C@@H](Cc1ccc(OCCCCC2CCNCC2)cc1)C(=O)O
  . | . | 2% | i
- CCOC(=O)C(=O)c1csc(NC=O)n1
  . | . | 12% | i
- Nc1nc2ccc([N+](=O)[O-])cc2s1
  . | . | -10%[116 µM] | ?
- Nc1nc(Cl)nc2c1ncn2[C@@H]1O[C@H](CO)[C@@H](O)[C@@H]1F
  . | . | 1µM* | ?
- CCCCCOC(=O)Nc1nc(=O)n([C@@H]2O[C@H](C)[C@@H](O)[C@H]2O)cc1F
  . | . | 4% | i
- CCCCCCCC/C=C\CCCCCCCC(=O)NCc1ccc(O)c(OC)c1
  . | . | -26% | i
- N=C(N)N1CCc2ccccc2C1
  . | . | 1%[5.55 µM] | i[5.17 µM]
- OCCN1C[C@H](O)[C@@H](O)[C@H](O)[C@H]1CO
  . | . | 5% | i

Pulled one by one from above (two):
Below each compound: TGFb inhibitor | HepG2 tox | ATXN2 expr inh | S2 tox
- N=C(N)N1CCc2ccccc2C1
  . | . | 1%[5.55 µM] | i[5.17 µM]
- O=C(Nc1cccc2c(=O)cc(-c3nn[nH]n3)oc12)c1ccc(OCCCCc2ccccc2)cc1
  . | . | 31%[activator] | i

The main list resumes, starting 3 compounds before the break.
Below each compound: TGFb inhibitor | HepG2 tox | ATXN2 expr inh | S2 tox
- CCCCCCCC/C=C\CCCCCCCC(=O)NCc1ccc(O)c(OC)c1
  . | . | -26% | i
- N=C(N)N1CCc2ccccc2C1
  . | . | 1%[5.55 µM] | i[5.17 µM]
- OCCN1C[C@H](O)[C@@H](O)[C@H](O)[C@H]1CO
  . | . | 5% | i
- CCCCC(F)(F)[C@@]1(O)CC[C@H]2[C@H](CC(=O)[C@@H]2CCCCCCC(=O)O)O1
  . | . | ? | i
- Cc1cc2nc3c(=O)[nH]c(=O)nc-3n(C[C@H](O)[C@H](O)[C@H](O)CO)c2cc1C
  . | . | -2%[25.6 µM] | ?
- CCCc1c2oc(C(=O)O)cc(=O)c2cc2c(=O)cc(C(=O)O)n(CC)c12
  . | . | 3% | ?
- CC(C)C(=O)OCc1cccc(OC(=O)[C@@H]2N3C(=O)[C@@H](NC(=O)Cc4ccccc4)[C@H]3SC2(C)C)c1
  . | . | 5% | ?
- Nc1ccn(C2CO[C@H](CO)O2)c(=O)n1 (stereo partly drawn)
  . | . | -3% | i
- Cn1cnc2c1c(=O)[nH]c(=O)n2C
  . | . | 31µM*! | i
- Cc1cc2nc3c(=O)[nH]c(=O)nc-3n(CC(O)C(O)C(O)CO)c2cc1C (stereo not drawn)
  . | . | 1% | i
- C[N+](C)(CCOc1ccccc1)Cc1cccs1
  . | . | 1% | i
- CN1C(=O)CC[C@H]1c1cccnc1
  . | . | 14% | i
- CCOC(=O)NNc1ccc(N(CC)CC(C)O)nn1 (stereo not drawn)
  . | . | 5% | i
- CC(=O)/C=C/C=C1/C2CCC(C2)C1(C)C (stereo not drawn)
  . | . | -5% | i
- C#CC1(O)CC[C@H]2[C@@H]3CCC4=CCCC[C@@H]4[C@H]3CC[C@@]21C (stereo partly drawn)
  . | . | -20% | i
- Oc1ccccc1
  . | . | -5% | i
- CN1C(=O)c2ccccc2C1=O
  . | . | 23%[116 µM] | ?
- CC(=O)NCc1c(I)c(NC(C)=O)c(I)c(C(=O)O)c1I
  . | . | 7% | i
- Cc1cc(O)c2c(O)c3c(O)cccc3cc2c1
  . | . | -2% | i
- NC(=O)Cc1cccc(C(=O)c2ccccc2)c1N
  . | . | 14%&-10% | i
- CCCCN1CCCC[C@H]1C(=O)Nc1c(C)cccc1C
  . | . | -24% | i
- O=C(O)CSCC(=O)NC1CCSC1=O (stereo not drawn)
  . | . | 2%&3% | i
- NCCNCCNCCNCCN
  . | . | -2%[11.3 µM] | i[11.3 µM]
- COc1cc2nc(Cl)nc(N)c2cc1OC
  . | . | 9% | i
- Cc1cc(CCCOc2c(C)cc(-c3noc(C(F)(F)F)n3)cc2C)on1
  . | . | -10% | i
- CO/N=C1\CN(c2nc3c(cc2F)c(=O)c(C(=O)O)cn3C2CC2)CC1CN (stereo not drawn)
  . | . | -17% | i
- NC(=O)NS(=O)(=O)c1ccc(Cl)cc1
  . | . | 8% | i
- CCc1ccc(OCc2ccccc2C(=O)Nc2ccc3nc(C)cc(N)c3c2)cc1
  4µM* | 4µM* | 17µM* | .

Structural class: the compounds so far containing a COOH group (eight)
Below each compound: TGFb inhibitor | HepG2 tox | ATXN2 expr inh | S2 tox
- NC(Cc1ccc(Cl)cc1)C(=O)O (stereo not drawn)
  . | . | 4%[0.709 µM] | i[0.575 µM]
- CCn1cc(C(=O)O)c(=O)c2cc(F)c(N3CCNCC3)cc21
  . | . | -3%&3% | i
- CCCCS(=O)(=O)N[C@@H](Cc1ccc(OCCCCC2CCNCC2)cc1)C(=O)O
  . | . | 2% | i
- CCCCC(F)(F)[C@@]1(O)CC[C@H]2[C@H](CC(=O)[C@@H]2CCCCCCC(=O)O)O1
  . | . | ? | i
- CCCc1c2oc(C(=O)O)cc(=O)c2cc2c(=O)cc(C(=O)O)n(CC)c12
  . | . | 3% | ?
- CC(=O)NCc1c(I)c(NC(C)=O)c(I)c(C(=O)O)c1I
  . | . | 7% | i
- O=C(O)CSCC(=O)NC1CCSC1=O (stereo not drawn)
  . | . | 2%&3% | i
- CO/N=C1\CN(c2nc3c(cc2F)c(=O)c(C(=O)O)cn3C2CC2)CC1CN (stereo not drawn)
  . | . | -17% | i

Structural class, the compounds so far containing a cyano group
Below each compound: TGFb inhibitor | HepG2 tox | ATXN2 expr inh | S2 tox
- N#C[C@H]1C[C@H]2C[C@@H]2N1C(=O)[C@@H](N)C12CC3CC(CC(O)(C3)C1)C2
  . | . | ? | i
- CC(C)(C#N)c1cc(Cn2cncn2)cc(C(C)(C)C#N)c1
  . | . | -4%&6% | i

Some of the compounds tested; count on the stated rates, not on these rows.
